From PubChem
A549 viability: A549 cytotoxicity, counter-screen for Nrf2 inhibitors. A549 ARE-Fluc cells, CellTiter-Fluor viability, 18-24 h. Potency, µM (doses to about 46 µM), for the others: top-dose activity change, negative = cytotoxicity, actives largely listed as inhibitors. 390,000 compounds, 0.16% hits; also: potency is read from the fitted curve at half-maximal effect; % is scaled to controls: 0 for no effect and ±100 for the full control effect
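A549 ARE_Fluc cells in 5% FBS OPTI-MEM were exposed to compounds in concentration-response for 18-24 h at 37 deg C. Viability was read by CellTiter-Fluor fluorescence (Ex 405/Em 525) after 30 min, before the luciferase read.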
MCF10A rerep: induces DNA re-replication in MCF 10a normal breast cells; MCF 10A DNA re-replication, Hoechst nuclear intensity, 48 h; Potency, µM (doses to about 46.1 µM), inactives show top-dose activity, positive = re-replication, actives largely listed as activators; 350,000 compounds, 2.9% hits; also: potency is read from the fitted curve at half-maximal effect; % of control where 0% means no effect; nearly all actives have a fitted effect of over 50% in size
IL1B secr inh: inhibitors of inflammasome signaling (IL-1 beta secretion); THP-1 LPS/ATP IL-1B secretion, AlphaLISA, 16 h; active compounds read low; activity change, % at 57.5 µM; 360,000 compounds, 4.7% hits; in the data active = activity change below about -50%; inconclusive = mostly about -30% to -49%; also: % is scaled to controls: 0 for no effect and ±100 for the full control effect
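Secreted IL-1B measured by AlphaLISA bead assay after 16 h compound exposure of THP-1 cells; compounds (final up to 57.5 uM) added 1 h before LPS (250 ng/mL) and ATP (1.25 mM) stimulation; lower signal means less secretion.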
HepG2 tox: counter-screen for TGF-b inhibitors: cytotoxicity in HepG2 cells | HepG2 CAGA-GFP viability, ATP luminescence, 18 h | Potency, µM (series often up to 46.1 µM), for the others: top-dose activity change, negative = cytotoxicity, usual class: cytotoxic | 410,000 compounds, 0.76% hits; also: potency is read from the fitted curve at half-maximal effect; some results filed as inactive show a strong effect at the top dose
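CellTiter-Glo luminescence gave cytotoxicity after 18 hours at 37 degrees C. The cells were HepG2 CAGA-GFP in 1% FBS DMEM, stimulated with 500 pg/mL TGF-beta after compound addition. %Activity was normalised to no-cell wells (complete cell-killing) and DMSO (no toxicity), and curves were fitted and classified.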
TGFb inhibitor: TGF-b pathway inhibition. HepG2 CAGA-GFP TGF-b/SMAD3 reporter, GFP fluorescence, 18 h; TGF-beta stimulated, 500 pg/mL final. Potency, µM (top dose mostly 46.1 µM), for the others: top-dose activity, negative = inhibition, hits mostly inhibitors. 410,000 compounds, 1.2% hits. AID 588855; also: potency is read from the fitted curve at half-maximal effect; % is scaled to controls: 0 for no effect and ±100 for the full control effect; nearly all actives have a fitted effect of over 65% in size
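Inhibition of TGF-beta-driven CAGA-GFP reporter expression in HEPG2 cells is measured by cellular GFP fluorescence after 18 h stimulation with 500 pg/mL recombinant TGF-beta in 1% FBS medium at 37 degrees C.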
S2 tox: reduces viability in counter-screen for ATXN expression inhibitors. S2 cells (HEK-293 line with an ATXN2-luciferase reporter) viability, CellTiter-Fluor protease fluorescence, 24 h. Potency, µM (series often up to 56.7 µM), actives largely listed as cytotoxic. 400,000 compounds, 0.49% hits; also: potency is read from the fitted curve at half-maximal effect; nearly all actives have a fitted effect of over 40% in size
Nrf2 activator: activates Nrf2 signaling; AREc32 ARE-luciferase reporter (MCF7-derived line), luminescence, 24 h; Potency, µM (titrated, usually from 46.1 µM), for inactives: top-dose activation, hits mostly activators; 410,000 compounds, 0.31% hits; AID 624171; also: potency is read from the fitted curve at half-maximal effect; % of control where 0% means no effect; nearly all actives have a fitted effect of over 65% in size
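Steps: seed AREc32_Fluc cells (1000/well, 5% FBS OPTI-MEM); incubate overnight at 37 deg C; add 23 nL compound; incubate 24 hr; add Steady-Glo; hold 30 min RT; read luminescence.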
ATXN2 expr inh: reduces ATXN2 reporter expression in HEK-293 cells. HEK-293 ATXN2-luciferase reporter, luminescence, 24 h. 360,000 compounds, 0.72% hits. AID 1745845. Potency, µM (highest dose often 57 µM), for the others: at the highest dose activity change, negative = inhibition, hits mostly inhibitors; also: potency is read from the fitted curve at half-maximal effect; % is scaled to controls: 0 for no effect and ±100 for the full control effect; nearly all actives have a fitted effect of over 55% in size
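qHTS (up to 57 uM final) was run with 24 h compound exposure of reporter cells at 37 °C. Each well was multiplexed: SteadyGlo luminescence measured ATXN2-luciferase expression after a fluorogenic Gly-Phe-AFC viability readout (25 uM final).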
Nrf2 block: blocks Nrf2 signaling. Potency, µM (top dose mostly 46 µM), without a hit: at the top dose activity change, negative = inhibition, hits mostly inhibitors. A549 ARE-Fluc reporter, luciferase luminescence, 18-24 h. 360,000 compounds, 2.1% hits; also: potency is read from the fitted curve at half-maximal effect; % is scaled to controls: 0 for no effect and ±100 for the full control effect; nearly all actives have a fitted effect of over 60% in size
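Nrf2 activity is the BugLite luminescence, read 15 min after reagent at room temperature, following CellTiter-Fluor cytotoxicity readout (30 min, 37C). Compound titrations were applied for 18-24 h to 5000 A549 ARE_Fluc cells/well in 5% FBS OPTI-MEM.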
Numbers without * were called inactive; i = inactive; ? = inconclusive; / = no result given; [ ] = remark or other dose. Unless noted, calls follow the shape of the dose curve; as a rule, active = well fitted curve in the direction sought with a large enough effect; inconclusive = small, poorly fitted or top-dose-only effect, or another doubt; inactive = no such curve, though single readings can be large; an effect the other way counts as inactive or inconclusive.

Screens in order: A549 viability	MCF10A rerep	IL1B secr inh	HepG2 tox	TGFb inhibitor	S2 tox	Nrf2 activator	ATXN2 expr inh	Nrf2 block
- CCOc1ccccc1NC(=O)C1CCCN1S(=O)(=O)c1ccc2nc(-c3ccccc3)[nH]c2c1 (stereo not given)
→ -2%	/	/	-27%	11µM*	/	4.1%	/	?
- O=C1NCCC12C(=O)Nc1ccccc12 (stereo not given)
→ -5%	-3%	3	5%	-8%	i	0.4%	3%	8%
- CCCCCCCC/C=C\CCCCCCCC(=O)NCCc1ccc(O)c(O)c1
→ ?	1%	?	-44%	?	25µM*	-0.8%	16µM*	?
- CN1C(=O)c2ccc(NC(=O)c3c(C(=O)O)cccc3[N+](=O)[O-])cc2C1=O
→ 1%	-8%	1	0%	-4%	i	-0.8%	5%	2%
- CCOC(=O)N1CCC(NC(=O)Cn2ncc3c2-c2cc(C)ccc2OC3)CC1
→ -2%	-5%	-27	-52%	3%	i	-1.2%	1%	-10%
- COc1ccc(CNC(=O)CN2CCN(S(=O)(=O)c3c(C)c(C)cc(C)c3C)CC2)cc1OC
→ -2%	2%	?	-21%	-7%	i	-0.2%	-5%	?
- COC(=O)Cn1c(=NC(=O)c2cc(OC)c(OC)c(OC)c2)sc2cc(OC)ccc21
→ 2%	3%	-1	-17%	-3%	i	-0.4%	-13%	?
- CC1=CC2=NC(=O)/C(=C\c3cc(C)n(-c4ccccc4)c3C)C(=N)N2O1
→ -1%	?	10	3%	17%	/	-0.7%	-7%	-1%
- CCOC(=O)C1CCN(C(=O)Cn2cnc3sc(C)c(S(=O)(=O)N4CCOCC4)c3c2=O)CC1
→ 0%	0%	4	1%	-2%	i	-0.8%	5%	-1%
- CCOC(=O)Cn1c(Br)nc2c1c(=O)[nH]c(=O)n2C
→ 6%	20%	6	-2%	5%	i	9.1%	5%	9%
- COc1ccc(C(=O)NCc2cccc(Cl)c2)cc1S(=O)(=O)N1CCOCC1
→ 7%	17%	-14	1%	29%	i	0.1%	/	-28%
- c1ccc2c(Nc3nnc(-c4ccncc4)s3)cccc2c1
→ 9%	-5%	-22	-30%	15%	i	5.1%	62%[activator]	?
- CCOc1cc(/C=N\NC(=O)Cc2ccccc2)ccc1OCC(=O)Nc1ccc(C)c(C)c1
→ -7%	15µM*	18	-87%	?	/	-0.2%	?	?
- CCN1CCN(c2ccc(NC(=O)CC3OC(=O)c4ccccc43)cc2C)CC1 (stereo not given)
→ /	/	0	0%	0%	i	8.4%	/	/
- Cc1nc(-c2ccc(C#N)cc2)cs1
→ 4%	1%	13	-19%	-15%	i	-1.1%	-19%	5%
- O=C(O)c1cc2ccc3ccccc3c2oc1=O
→ -2%	-14%	13	3%	-1%	i	7.0%	-8%	/
- Oc1ccc(Br)cc1/C=N/n1cnc2ccccc21
→ -11%	?	26	-51%	?	i	19%	41%[activator]	?
- O=C(c1ccc2c(=O)n(-c3ccccc3)c(=S)[nH]c2c1)N1CCN(c2ccccc2)CC1
→ -18%	2%	24	-24%	?	i	0.0%	-13%	?
- Cc1cc(C)n(-c2ccc(F)cc2)c(=O)c1C(=O)O
→ -6%	-2%	6	3%	-5%	i	0.1%	-14%	15%
- CCN(CC)CCN1C(=O)c2ccccc2NC1c1ccc(N(C)C)cc1 (stereo not given)
→ -4%	1%	1	-34%	?	i	2.8%	-32%	/
- Cc1ccc(-c2nc(C#N)c(NCCN3CCCCC3)o2)cc1
→ ?	2%	-12	-29%	23%	i	-0.2%	3%	13%
- Cc1ccc([N+](=O)[O-])cc1-c1ccc(/C=N/NC(=O)c2cc3c(ccc4ccccc43)o2)o1
→ 1%	-3%	2	3%	-31%	i	-0.3%	1%	2%
- C=CCn1c(N)cc(=O)nc1SC(CC)C(=O)Nc1ccc(C(C)=O)cc1 (stereo not given)
→ -6%	-4%	17	9%	5%	i	0.3%	5%	3%
- COc1ccc(S(=O)(=O)NC2CC(C)(C)NC(C)(C)C2)cc1C(C)C
→ 1%	9%	-24	-15%	-21%	i	1.8%	-15%	-3%
- CCCCOc1ccc(/C=C/C(=O)OCC(=O)c2c(N)n(C)c(=O)n(C)c2=O)cc1OCC
→ 2%	0%	27	6%	-29%	i	0.0%	-17%	2%
- O=c1ncn(-c2ccc(F)cc2)c2ncccc12
→ -2%	1%	-10	7%	0%	i	0.1%	-2%	?
- O=S(=O)(c1ccc(C2CCCCC2)cc1)N1CCN(c2ccc(Cl)c(Cl)c2)CC1
→ -9%	/	/	3%	4%	i	-1.0%	3%	-14%
- Cn1c(=O)[nH]c(=O)c2c1nc(Br)n2CCCSc1nc2ccccc2o1
→ -8%	13µM*	32	-49%	?	i	4.7%	-5%	/
- N#Cc1ccc(CSc2nnc(-c3ccccc3)n2Cc2ccco2)cc1
→ -6%	?	-28	-6%	-1%	i	-0.5%	-16%	?
- Cc1cc(-c2nnn(CCCOC(C)(C)C)c2C)ccc1-c1cn(CCCOC(C)(C)C)nn1
→ /	/	25	-2%	1%	i	0.2%	6%	/

Record cards, from the list above:
COc1ccc(CNC(=O)CN2CCN(S(=O)(=O)c3c(C)c(C)cc(C)c3C)CC2)cc1OC is entered as A549 viability: -2%; MCF10A rerep: 2%; IL1B secr inh: ?; HepG2 tox: -21%; TGFb inhibitor: -7%; S2 tox: i; Nrf2 activator: -0.2%; ATXN2 expr inh: -5%; Nrf2 block: ?
O=C1NCCC12C(=O)Nc1ccccc12 (stereo not given) is entered as A549 viability: -5%; MCF10A rerep: -3%; IL1B secr inh: 3; HepG2 tox: 5%; TGFb inhibitor: -8%; S2 tox: i; Nrf2 activator: 0.4%; ATXN2 expr inh: 3%; Nrf2 block: 8%

The listing continues.
Screens in order: A549 viability	MCF10A rerep	IL1B secr inh	HepG2 tox	TGFb inhibitor	S2 tox	Nrf2 activator	ATXN2 expr inh	Nrf2 block
- O=C(COc1ccccc1)Nc1nnc(S(=O)(=O)N2CCCCC2)s1
→ 3%	0%	23	3%	-1%	i	-0.2%	6%	11%
- COc1cccc(CNC(=O)C2CCN(S(=O)(=O)c3ccc4c(c3)CC(C)N4C(=O)C3CC3)CC2)c1 (stereo not given)
→ -1%	6%	-29	-7%	-4%	i	-0.7%	-19%	?
- O=C(c1ccc(S(=O)(=O)Nc2ccccc2F)cc1)N1CCCCCC1
→ -2%	8%	17	-20%	-11%	?	0.1%	-3%	-10%
- O=C1ON(Cc2ccccc2)C(c2ccccc2)N1c1ccccc1 (stereo not given)
→ -1%	8%	-1	13%	-9%	i	0.4%	4%	16%
- CCOC(=O)Cn1c(=O)oc2cc(S(=O)(=O)NCC3CCCO3)ccc21 (stereo not given)
→ 0%	0%	4	1%	2%	i	1.6%	-5%	11%
- O=C(c1ccccc1)C1CCN(C(=O)c2cccs2)CC1
→ -1%	5%	/	-6%	0%	i	0.0%	-5%	-22%
- Cc1nc2ccc(S(=O)(=O)NC(C(=O)N3CCC(C)CC3)C(C)C)cc2s1 (stereo not given)
→ -2%	1%	1	-6%	0%	i	-0.4%	0%	-15%
- Cc1cc(C)c(S(=O)(=O)Nc2c(C)[nH]c(=O)[nH]c2=O)c(C)c1
→ -10%	18%	1	-2%	-1%	i	-0.3%	-2%	4%
- CCOc1cc(CN2CCCCC2)ccc1OC
→ -1%	3%	-12	-4%	12%	i	-0.7%	4%	19%
- Cc1cc(NS(=O)(=O)c2ccc(NC(=S)NC(=O)c3ccc(Cl)cc3Cl)cc2)no1
→ 3%	-5%	22	2%	-1%	i	-0.1%	-5%	/
- O=C(CN1C(=O)COc2ccc(S(=O)(=O)N3CCCC3)cc21)N1CCN(c2ccc(F)cc2)CC1
→ 2%	/	/	-16%	-2%	i	0.3%	-8%	3%
- COc1ccc(NC(=O)C2=C(C)NC(=O)NC2c2ccccc2[N+](=O)[O-])cc1 (stereo not given)
→ 2%	4%	-5	-7%	-6%	i	1.9%	0%	6%
- Cc1ccc(Oc2nc3ccccn3c(=O)c2/C=C(\C#N)c2nc3ccccc3s2)c(C)c1
→ -15%	/	/	3%	-17%	i	2.6%	3%	11%
- COc1ccc(NC(=O)CN(C)S(=O)(=O)c2ccc(Br)s2)cc1OC
→ 2%	6%	37	-14%	-6%	i	0.0%	-9%	-14%
- C[C@H]1CNC(=O)c2c(C(=O)N[C@@H](Cc3c[nH]c4ccccc34)C(=O)OC(C)(C)C)ncn21
→ /	/	41	-23%	1%	i	2.3%	11%	/
- COc1ccc(CCNC(=O)Cn2c(=O)n(-c3ccc(C)c(C)c3)c(=O)c3c(C)c(C)sc32)cc1OC
→ -15%	/	/	-2%	?	?	1.3%	-5%	4%[9.27 µM]
- COc1cc2c(cc1OC)[C@H](C)N(C(=S)Nc1ccc(F)cc1)CC2
→ -5%	-12%	/	6%	0%	i	0.6%	-31%	-10%
- COC(=O)c1scc(-c2ccc(C)cc2)c1S(=O)(=O)Nc1ccc(N(C)C)cc1
→ 0%	/	/	-13%	1%	i	9.0%	2%	7%

2 compounds picked at random from those above, as already listed:
Screens in order: A549 viability	MCF10A rerep	IL1B secr inh	HepG2 tox	TGFb inhibitor	S2 tox	Nrf2 activator	ATXN2 expr inh	Nrf2 block
- Cc1ccc(Oc2nc3ccccn3c(=O)c2/C=C(\C#N)c2nc3ccccc3s2)c(C)c1
→ -15%	/	/	3%	-17%	i	2.6%	3%	11%
- Cc1ccc([N+](=O)[O-])cc1-c1ccc(/C=N/NC(=O)c2cc3c(ccc4ccccc43)o2)o1
→ 1%	-3%	2	3%	-31%	i	-0.3%	1%	2%
